p53 reactivator = restores transcriptional activity of mutant p53; H1299 p53-A138V BP100-luciferase reporter, luminescence, 24 h; Potency, µM (doses to about 92.2 µM), without a hit: at the highest dose activity change, positive = activation, most hits filed as activators; hit rate 0.063% among 320,000; further: % of control where 0% means no effect; nearly all actives have a fitted effect of over 45% in size
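H1299 (p53-null), stable ts p53-A138V + BP100-Luc; 1000 cells/well, Opti-MEM/10% FBS; cpd 4 pt, 1:5; 24 h, 37 deg C, 5% CO2; detection reagent 10 min RT; luminescence.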
MBNL1-CUG inh = blocks human MBNL1 binding to CUG repeat RNA; Q9NR56; TR-FRET MBNL1-His/biotin-(CUG)12 binding, 665/545 ratio; Potency, µM (series often up to 57.5 µM), without a hit: at the top dose activity change, negative = inhibition, actives largely listed as inhibitors; hit rate 0.036% among 280,000; AID 2675; active means well fitted inhibition curve with a large enough effect in the signal ratio, with a control signal flat, not every such curve was filed as active; inconclusive means small, poorly fitted or top-dose-only effect, or effect the other way, or a change in a side signal; inactive means no such curve, though single readings can be large or run the other way; the % refers to the signal ratio; further: on the % scale 0 is the no-effect control and ±100 the full control effect
Target sequence (Q9NR56 whole entry, looked up): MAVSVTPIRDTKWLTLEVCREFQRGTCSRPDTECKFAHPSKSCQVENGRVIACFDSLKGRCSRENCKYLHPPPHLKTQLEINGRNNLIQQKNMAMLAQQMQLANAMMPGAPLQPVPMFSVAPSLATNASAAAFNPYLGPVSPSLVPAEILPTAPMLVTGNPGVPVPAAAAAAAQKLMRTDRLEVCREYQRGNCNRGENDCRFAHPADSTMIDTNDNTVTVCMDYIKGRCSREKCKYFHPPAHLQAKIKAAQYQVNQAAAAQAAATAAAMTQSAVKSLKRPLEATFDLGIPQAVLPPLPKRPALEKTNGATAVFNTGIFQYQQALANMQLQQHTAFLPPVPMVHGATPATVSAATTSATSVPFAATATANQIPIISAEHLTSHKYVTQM
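Compounds (final 92 nM to 58 uM) are added to His-tagged MBNL1 and biotin-(CUG)12, then terbium anti-His antibody and streptavidin-XL665 (5 nM final). After 60 min at room temperature, the 665/545 nm ratio is read.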
CXXC DNA block = inhibitors of human MLL CXXC domain-DNA interaction | Q03164 | MLL-CXXC / FITC-HOXA9 DNA fluorescence polarization | Potency, µM (top dose mostly 115 µM), without a hit: top-dose activity change, negative = inhibition, actives largely listed as inhibitors | hit rate 0.037% among 290,000; active means well fitted inhibition curve with a large enough effect in the polarisation, with a control signal flat, not every such curve was filed as active; inconclusive means small, poorly fitted or top-dose-only effect, or effect the other way, or a change in a side signal; inactive means no such curve, though single readings can be large or run the other way; the % refers to the polarisation
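Purified MLL-CXXC (added from a 7 uM solution) was preincubated 5 min at ambient with pinned compounds in 50 mM Tris-HCl pH 7.5, 50 mM NaCl, 1 mM DTT, 0.05% BSA. Fluorescein-labeled HOX-A9 DNA (50 nM solution) followed, 30 min, then polarization read.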
NPC1 promoter act = NPC1 promoter activation | Huh7 NPC1 promoter luciferase reporter, 24 h | Potency, µM (titrated, usually from 9.22 µM), inactives show top-dose activation, actives largely listed as activators | hit rate 2.4% among 320,000 | AID 485313;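 further: % of control where 0% means no effect; nearly all actives have a fitted effect of over 60% in size; reporter is driven by a mutant NPC1 promoter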
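Readout is luciferase luminescence, reflecting NPC1 promoter activation in stably transfected Huh7 cells after 24 h compound exposure at 37 °C in reduced-serum medium with 10% FBS.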
Gal4-VP16 FLuc = counter-screen for ROR gamma inhibitors: Gal4-VP16 reporter; Drosophila S2 Gal4-VP16 UAS-luciferase, luminescence, 20 h; Potency, µM (doses to about 53.6 µM), for inactives: at the top dose activity, negative = inhibition, usual class: inhibitors; hit rate 3.5% among 310,000;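 further: Gal4-VP16 expression switched on by copper sulfate through the metallothionein promoter; on the % scale 0 is the no-effect control and ±100 the full control effect; nearly all actives have a fitted effect of over 50% in size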
uPA generation = inhibitors of cell surface uPA generation; cell surface uPA generation assay, qHTS; Potency, µM (highest dose often 38.3 µM), inactives show at the top dose activity change, negative = inhibition, most hits filed as inhibitors; hit rate 0.31% among 330,000; AID 540303; active means well fitted inhibition curve with a large enough effect; inconclusive means small, poorly fitted or top-dose-only effect; inactive means no such curve, though single readings can be large or run the other way; tested in mouse RAW 264.7 cells; further: on the % scale 0 is the no-effect control and ±100 the full control effect; nearly all actives have a fitted effect of over 55% in size
ELG1 genotox = genotoxicity induction in ELG1-luciferase HEK293T cells. HEK293T ELG1-luciferase reporter, luminescence, 16 h. Potency, µM (series often up to 46 µM), without a hit: at the highest dose activity change, positive = activation, most hits filed as activators. hit rate 1.3% among 330,000. AID 504466; further: % of control where 0% means no effect; nearly all actives have a fitted effect of over 60% in size
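After overnight (16 hr) compound treatment at 37 °C, ELG1-luciferase HEK293T cells were lysed with ONE-Glo; luminescence quantified 30 min later at room temperature.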
FLuc modulator = firefly luciferase modulation, counter-screen for miR-21 project. purified FLuc, Km substrates, luminescence inhibition. hit rate 6.9% among 360,000. AID 588342. Potency, µM (titrated, usually from 57.5 µM), inactives show at the highest dose activity change, negative = inhibition, actives largely listed as inhibitors;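 further: plate controls were vehicle for no effect and reference inhibitor for full effect; nearly all actives have a fitted effect of over 55% in size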
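Purified P. pyralis luciferase, 10 nM final, with Km-level 10 uM D-luciferin and 10 uM ATP in 50 mM Tris acetate pH 7.5, 10 mM Mg acetate, 0.01% Tween-20, 0.05% BSA; 6-point qHTS titration about 60 µM downward; luminescence read.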
Rab9 promoter act = activators of Rab9 promoter. Huh7 Rab9 promoter-luciferase reporter, luminescence, 24 h. Potency, µM (series often up to 9.22 µM), for inactives: at the top dose activation, negative = inhibition, actives largely listed as activators. hit rate 2.8% among 320,000; further: % of control where 0% means no effect; nearly all actives have a fitted effect of over 60% in size
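Measured in stably transfected Huh7 cells bearing a Rab9 promoter–luciferase construct: 24 h compound treatment at 37 °C, followed by luminescence detection.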
BRCA1 expr up = BRCA1 expression activation; Potency, µM (top dose mostly 46.1 µM), for inactives: top-dose activation, usual class: activators; MCF7-BRCA1-FFLuc reporter, luminescence, 48 h; response scale: scaled: vehicle 0%, 10 µM genistein 100%; hit rate 1.1% among 380,000; AID 624202; further: nearly all actives have a fitted effect of over 80% in size; some results filed as inactive show a strong effect at the top dose
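MCF7-BRCA1-FFLuc, 2000 cells/well; 2 h attach, 37 °C/5% CO2; compound 48 h; luciferase substrate 15 min; luminescence end-point. Norm. to genistein 10 microM max activation and DMSO; concentration-response curves fitted.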
RORgamma inh = ROR gamma (mouse) transcription inhibition; Drosophila S2 Gal4-RORgamma UAS-luciferase reporter, 20 h; hit rate 5.4% among 310,000; Potency, µM (titrated, usually from 53.6 µM), for the others: at the highest dose activity change, negative = inhibition, hits mostly inhibitors; P51450; further: on the % scale 0 is the no-effect control and ±100 the full control effect; nearly all actives have a fitted effect of over 60% in size
Target sequence (P51450 whole entry, looked up, the tested form may be a part): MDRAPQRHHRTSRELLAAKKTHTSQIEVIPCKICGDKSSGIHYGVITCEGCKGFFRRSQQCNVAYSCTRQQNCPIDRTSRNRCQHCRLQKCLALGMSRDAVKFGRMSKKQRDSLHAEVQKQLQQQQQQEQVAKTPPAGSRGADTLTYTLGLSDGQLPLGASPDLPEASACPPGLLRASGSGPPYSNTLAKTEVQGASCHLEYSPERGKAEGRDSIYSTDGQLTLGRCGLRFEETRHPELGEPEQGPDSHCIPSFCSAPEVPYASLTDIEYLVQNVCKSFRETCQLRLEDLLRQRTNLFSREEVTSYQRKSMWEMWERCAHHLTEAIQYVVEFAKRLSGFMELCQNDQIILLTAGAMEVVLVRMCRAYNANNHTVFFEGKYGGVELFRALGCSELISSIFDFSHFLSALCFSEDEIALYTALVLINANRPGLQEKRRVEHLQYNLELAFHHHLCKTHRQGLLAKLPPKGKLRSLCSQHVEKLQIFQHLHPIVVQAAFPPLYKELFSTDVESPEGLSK
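A Gal4/UAS one-hybrid system in insect cells: metallothionein-promoter Gal4–ROR gamma fusion plus Photinus luciferase reporter. Copper sulfate 700 uM final, 20 hr ambient incubation, luminescent detection after 10 min with reagent.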
The depositor's hits bear a star; ? = inconclusive; · = no result given; [ ] = another dose, or the depositor's remark. Unless noted, the call rests on the fitted dose curve; in most records, active means well fitted curve in the direction sought with a large enough effect; inconclusive means small, poorly fitted or top-dose-only effect, or another doubt; inactive means no such curve, though single readings can be large; an effect the other way counts as inactive or inconclusive. Potency means the concentration at half of the fitted maximal effect. The list is partial (hit frequency here may not be typical).

SMILES	p53 reactivator	MBNL1-CUG inh	CXXC DNA block	NPC1 promoter act	Gal4-VP16 FLuc	uPA generation	ELG1 genotox	FLuc modulator	Rab9 promoter act	BRCA1 expr up	RORgamma inh
O=C(c1ccco1)N1C(=O)c2cccc3cccc1c23	3%	66%[activator]	57%[activator]	-4%	10%	1%	0%	-1%	-1%	15%	-8%
C=CCn1cnc2c(nnn2-c2ccc(C)c(Cl)c2)c1=O	-1%	-2%	1%	-4%	5%	-10%	11%	2%	1%	56%	18%
COc1cccc(C(=O)Oc2cc(C)[nH]c(=O)c2[N+](=O)[O-])c1	-5%	-6%	4%	-3%	4%	3%	-4%	-4%	-5%	-6%	-27%
CC(C)(C)C(=O)Nc1nc(-c2ccc3c(c2)OCO3)cs1	?	1%	-15%	3.5µM*	28%	4%	2.3µM*	7.6µM*	2.8µM*	?	-11%
CC(=O)Nc1cccc(NC(=S)Nc2cccc(Cl)c2Cl)c1	7%	-2%	-2%	-1%	-1%	·	-3%	-7%	0%	15%	15%
CSC(=N/N=C(\N)c1cnccn1)SC	27%	6%	4%	-6%	-6%	1%	0%	1%	0%	2%	19%
CCc1cccc(C)c1NC(=O)C1CCN(C(=O)c2ccc([N+](=O)[O-])cc2)CC1	-2%	?	?	0%	-15%	-13%	-4%	-3%	-8%	-19%	10%
CC(C)C(=O)Nc1ccc(C(=O)N2CCN(C(=O)c3ccco3)CC2)cc1	-2%	-9%	-6%	-1%	-1%	·	-7%	-1%	7%	·	-2%
O=[N+]([O-])c1ccc2nonc2c1Nc1cccc(F)c1	-2%	?	8%	-5%	-14%	-5%	3%	1%	-7%	-7%	-12%
COc1cccc(Cn2cnc3c([N+](=O)[O-])c(C)c(C)cc32)c1	-2%	9%	4%	-6%	14%	-1%	0%	-5%	-4%	3%	7%
CN1CCN(CC(=O)Nc2ccc(OC(F)(F)F)cc2)CC1	-4%	1%	?	1%	-8%	-12%	-2%	0%	0%[1.84 µM]	1%	-18%
Cc1ccc(-n2c(Cc3ccccc3)n[nH]c2=S)c(C)c1	-1%	-2%	2%	-4%	?	-7%	1%	-12%	-2%	-51%	1.6µM*
CCCCn1c(-c2ccccc2)cnc1SCC(=O)NCCc1ccc(OC)c(OC)c1	21%	-12%	6%	-2%	?	-7%	4%	17µM*	2%	11%	?
COc1ccc(Nc2nc(NCC3CCCO3)c3ccccc3n2)c(OC)c1 (stereo not given)	-7%	-25%	6%	-3%	-1%	7%	-21%	24µM*	-6%	-33%	-9%
COc1cccc(NC(=O)c2ccccc2-c2nc(-c3cccc(C)c3)no2)c1	15%	2%	2%	?	15%	1%	1%	17µM*	26%	-4%	12%
Cc1ccc(C(=O)COC(=O)c2ccccc2N2C(=O)C3C4CCC(C4)C3C2=O)cc1C (stereo not given)	4%	-14%	6%	-3%	-2%	·	-1%	12µM*	12%	0%	11%
CCC(C)N1CCCCC1C(=O)Nc1c(C)cc(C)cc1C (stereo not given)	3%	-12%	5%	-1%	2%	6%	-1%	1%	-2%	5%	-38%
Cn1nnnc1SCC(=O)Nc1cccc([N+](=O)[O-])c1	-1%	?	0%	1%	-3%	1%	5%	-2%	-3%	-5%	4%
CCOC(=O)c1ccc(NC(=O)CSc2nnc(COc3ccccc3OC)n2CC)cc1	13%	6%	2%	0%	-2%	4%	12%	8%	0%	19%	-5%
O=C(NCc1cccc(Cl)c1)NCc1cccc(Cl)c1	3%	-3%	4%	1%	1%	-1%	1%	0%	1%	-1%	7%
CC(Sc1nnc(-c2cccs2)n1C1CC1)C(=O)NCC1CCCO1 (stereo not given)	-6%	·	·	-1%	·	2%	-2%	4%	-9%	-4%	·
Cc1onc(-c2c(Cl)cccc2Cl)c1C(=O)NN1CCCCCC1	-3%	-12%	7%	-2%	-4%	11%	-5%	1%	0%	-13%	0%
CC(C)(C)c1ccc(C(=O)NCC(=O)NCC(C)(C)N2CCOCC2)cc1	3%	·	·	-4%	·	-2%	-1%	-4%	-6%	29%	·
COc1ccc(-c2nnc(OCc3nc4ccccc4n3C)c3ccccc23)cc1	-27%	0%	17%	-1%	?	-22%	7%	-2%	-5%	-21%	?
CC(=O)Nc1cc2c3c(c1)CCC(=O)N3CCC2	10%	-3%	-11%	-2%	5%	0%	2%	0%	-2%	-1%	8%

Further entries follow.
SMILES	p53 reactivator	MBNL1-CUG inh	CXXC DNA block	NPC1 promoter act	Gal4-VP16 FLuc	uPA generation	ELG1 genotox	FLuc modulator	Rab9 promoter act	BRCA1 expr up	RORgamma inh
CCCCn1c(SCC(=O)N(C)C)nnc1-c1ccncc1	-7%	-5%	-4%	2%	-6%	·	0%	-1%	-6%	-8%	33%
O=C(O)CCCNc1n[nH]c(=O)[nH]c1=O	-1%	-6%	1%	12%	?	-2%	-1%	-3%	1%	7%	-22%
CC(C)(C)C(=O)Nc1nnc(SCC(=O)Nc2nccs2)s1	5%	-5%	-1%	-2%	-10%	14%	12%	2%	4%	-3%	25%
Cc1cccc(-c2nnc(SCc3nc4ccccc4[nH]3)n2Cc2ccco2)c1	-19%	-13%	4%	-5%	-4%	3%	-5%	3%	-3%	-3%	-44%
Cc1ccc(Nc2nc(CSc3nnnn3-c3ccccc3)cc(=O)[nH]2)cc1	6%	?	6%	-1%	-9%	4%	-12%	-1%	-5%	-59%	19%
O=C(CSCc1c[nH]c(=O)[nH]c1=O)OCC(=O)c1ccc(Br)cc1	-1%	9%	15%	-1%	3%	-4%	-3%	1%	-1%	9%	-19%
CC1=NN(c2ccc(Cl)c(C(=O)O)c2)C(=O)C1	5%	?	-6%	1%	-7%	7%	-3%	3%	0%	2%	-20%
CCOC(=O)NN1C(=O)c2ccccc2NC1C (stereo not given)	-2%	3%	7%	-1%	17%	-5%	10%	-3%	6%	-23%	-5%
CC1(C(=O)NC(=S)N(Cc2ccccc2)c2ccccn2)CC1(Cl)Cl (stereo not given)	9%	-5%	16%	2%	-6%	2%	-1%	-23%	-5%	3%	?
CCCCCCC(=O)Nc1c2c(nc3ccccc13)N(C)CC2	·	-3%	3%	·	5%	2%	·	3%	·	6%	-4%
CC1(C)OC(=O)C(=CNc2ncccn2)C(=O)O1	-2%	-4%	-4%	2%	-5%	-10%	0%	-2%	-1%	2%	4%
Cc1cc(C(=O)NP(=O)(N2CC(C)OC(C)C2)N2CC(C)OC(C)C2)c(C)n1C1CC1 (stereo not given)	-12%	3%	12%	-1%	6%	-2%	1%	32%[activator]	-1%	26%	0%
CC(C)(C)c1ccc(C(=O)NNc2cc(N3CCCCC3)nc(N3CCCCC3)n2)cc1	1%	?	8%	0%	-9%	5%	-2%	4%	-2%	-37%	-93%
COc1cc(CC(=O)OCc2ccccc2F)cc(OC)c1OC	2%	-3%	2%	3%	5%	4%	2%	-10%	7%	-9%	21%
COc1ccc2[nH]c(=O)c(CN(C(=O)c3cccnc3)c3ccc(C)cc3)cc2c1	5%	37%[activator]	-4%	-3%	3%	-11%	-1%	-2%	-1%	-18%	8%
O=c1[nH]c2cccnc2n1Cc1ccccc1	-6%	-4%	9%	3%	-15%	0%	0%	-2%	-8%	-18%	7%
CC(C)(C)NC(=O)NC12CC3CC(CC(C3)C1)C2	-2%	·	2%	1%	2%	-1%	4%	5%	-4%	1%	-36%
Cc1cccc(C)c1Nc1nc2ccccc2o1	-7%	-7%	3%	-2%	?	-7%	-7%	5%	-3%	-2%	16µM*
COc1ccc(CC(=O)Oc2ccc(C(C)C)cc2)cc1S(=O)(=O)N1CCOCC1	-1%	·	·	0%	·	-5%	1%	-1%	-1%	-14%	·
Cc1cc(-c2ccc(Br)cc2)n[nH]1	-2%	-3%	16%	?	-11%	-1%	?	19µM*	?	?	2%
S=C(Nc1ccccc1)N1CCn2cccc2C1c1cccnc1 (stereo not given)	8%	-1%	-2%	-1%	4%	0%	0%	-1%	1%	14%	?
O=C(CCn1c(=O)[nH]c2ccsc2c1=O)N1CCc2ccccc2C1	1%	-7%	-2%	0%	·	2%	2%	0%	-10%	-6%	5%[0.365 µM]
Cc1nc2c(C)cccn2c1C(=O)c1ccccc1	-4%	0%	-2%	-1%	1%	-14%	0%	-8%	-7%	5%	0%
Cc1nn(C)c(C)c1NC(=O)Nc1cccc(C(F)(F)F)c1	-5%	-7%	-3%	0%	1%	5%	1%	-1%	1%	-8%	6%

Screening data from PubChem.
